Screening results: PubChem, National Center for Advancing Translational Sciences (NCATS)
a7 integrin act – qHTS for Activators of Integrin-Mediated Alleviation for Muscular Dystrophy; alpha7betagal myoblasts, beta-gal FDG fluorescence, 48 h; 350,000 compounds, 0.064% hits; Potency, µM (titrated, usually from 38.3 µM), for the others: at the top dose activation, usual class: activators;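 note: potency is the fitted concentration of half-maximal effect; 100% = response of the positive control SU9516; nearly all actives have a fitted effect of over 60% in size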
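alpha7betagal+/- myoblasts (passage 13, 250/well) treated 48 h at 37C with compounds at 1:260 dilution of DMSO stock. Lysed, then beta-galactosidase activity read as FDG fluorescence (ex 480/em 540) after 30 min, with pre-read for autofluorescence.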
USP2a block – qHTS Assay for Inhibitors of Ubiquitin-specific Protease USP2a Using CHOP2 as the Reporter; Ubiquitin carboxyl-terminal hydrolase 2 (Homo sapiens), O75604; USP2 core, Ub-CHOP2 coupled fluorogenic reporter, 485/531; Potency, µM (top dose mostly 38.3 µM), without a hit: top-dose activity change, negative = inhibition, most hits filed as inhibitors; 330,000 compounds, 0.01% hits;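 note: potency is the fitted concentration of half-maximal effect; plate controls were DMSO wells for no effect and full inhibition by NEM control for full effect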
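USP2 core (10nM final) preincubated 30min RT with compound in 20mM Tris-HCl pH 8.0, 2mM CaCl2, 2mM beta-mercaptoethanol, 0.05% CHAPS; 25nM Ub-CHOP2 plus 25nM reporter substrate added, fluorescence (Ex485/Em531) read after 60min.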
ASM inhibitor – Inhibitors of Secretory Acid Sphingomyelinase (S-ASM): qHTS; Sphingomyelin phosphodiesterase (Homo sapiens), P17405; AID 504937, 2011; placental ASM, HMU-PC fluorogenic substrate, 60 min; Potency, µM (highest dose often 57.5 µM), without a hit: at the top dose activity change, negative = inhibition, hits mostly inhibitors; 340,000 compounds, 0.006% hits; note: potency is the fitted concentration of half-maximal effect
Target sequence (P17405 47-631 limits assumed): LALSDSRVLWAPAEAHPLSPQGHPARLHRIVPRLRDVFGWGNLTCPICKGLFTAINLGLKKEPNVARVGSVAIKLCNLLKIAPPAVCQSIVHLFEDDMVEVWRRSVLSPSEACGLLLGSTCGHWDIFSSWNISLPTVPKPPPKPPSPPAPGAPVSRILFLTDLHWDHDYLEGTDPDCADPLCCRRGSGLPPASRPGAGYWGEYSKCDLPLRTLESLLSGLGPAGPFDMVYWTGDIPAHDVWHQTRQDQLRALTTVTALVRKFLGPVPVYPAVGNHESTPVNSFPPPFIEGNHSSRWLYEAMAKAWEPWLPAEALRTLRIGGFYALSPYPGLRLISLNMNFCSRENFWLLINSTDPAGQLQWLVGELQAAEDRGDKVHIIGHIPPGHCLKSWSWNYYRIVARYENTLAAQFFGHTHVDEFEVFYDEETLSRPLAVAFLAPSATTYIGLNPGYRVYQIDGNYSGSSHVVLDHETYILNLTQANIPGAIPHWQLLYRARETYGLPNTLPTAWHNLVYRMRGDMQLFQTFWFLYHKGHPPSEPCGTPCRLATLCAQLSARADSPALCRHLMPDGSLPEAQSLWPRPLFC
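Steps: dispense placental human ASM, pin compound, wait 10 min at room temperature, add HMU-PC0 substrate at 9 uM final, incubate 60 min at 37 °C, add stop solution raising pH to 10, read fluorescence.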
B2AR arrestin – qHTS assay of beta-arrestin-biased ligands of beta2-adrenergic receptor. Beta-2 adrenergic receptor (Homo sapiens), P07550. beta-arrestin recruitment to beta2AR, cell-based reporter. Potency, µM (titrated, usually from 46.1 µM), inactives show at the highest dose activation, hits mostly activators. 330,000 compounds, 0.02% hits. AID 492947, 2010;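 note: potency is the fitted concentration of half-maximal effect; 0% = DMSO controls and full agonism = EC100 isoproterenol or metaproterenol; nearly all actives have a fitted effect of over 65% in size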
BRCA1 expr act – qHTS Assay to Identify Small Molecule Activators of BRCA1 Expression; AID 624202, 2012; 380,000 compounds, 1.1% hits; Potency, µM (highest dose often 46.1 µM), without a hit: at the highest dose activation, most hits filed as activators; MCF7-BRCA1-FFLuc reporter, luminescence, 48 h; response scale: scaled: vehicle 0%, 10 µM genistein 100%; note: potency is the fitted concentration of half-maximal effect; nearly all actives have a fitted effect of over 80% in size; some results filed as inactive show a strong effect at the top dose
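MCF7 cells carrying a BRCA1-firefly luciferase reporter (2000 cells/well, phenol-red free MEM) were attached for 2 h at 37 °C, then given compounds for 48 h. Luminescence was read 15 min after luciferase reagent; activity normalized to genistein (10 microM) and DMSO.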
PTAP TSG101 blk – qHTS Assay for Iinhibitors of HIV-1 Budding by Blocking the Interaction of PTAP/TSG101 | 340,000 tested, under 10 active | Potency, µM (series often up to 115 µM), for inactives: top-dose activity change, negative = inhibition, most hits filed as inhibitors | Fluorescence polarization, FITC-PTAP peptide / Tsg101 binding | Tumor susceptibility gene 101 protein (Homo sapiens), Q99816; active = well fitted inhibition curve with a large enough effect in the main read-out, with a control signal flat, not every such curve was filed as active; inconclusive = small, poorly fitted or top-dose-only effect, or effect the other way, or a change in a side signal; inactive = no such curve, though single readings can be large or run the other way; note: potency is the fitted concentration of half-maximal effect; % of control where 0% means no effect
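Steps: Tsg101 binding domain dispensed (10 uM final), compounds pinned in DMSO, FITC-labeled PTAP-motif peptide added (50 nM final); after 20 min binding at room temperature, polarization measured.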
p53 reactivator – qHTS assay for re-activators of p53 using a Luc reporter; Potency, µM (top dose mostly 92.2 µM), for inactives: at the top dose activity change, positive = activation, actives largely listed as activators; AID 504706, 2011; 320,000 compounds, 0.063% hits; H1299 p53-A138V BP100-luciferase reporter, luminescence, 24 h; note: potency is the fitted concentration of half-maximal effect; % of control where 0% means no effect; nearly all actives have a fitted effect of over 45% in size
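H1299 (p53-null), stable ts p53-A138V + BP100-Luc; 1000 cells/well, Opti-MEM/10% FBS; cpd 4 pt, 1:5; 24 h, 37 deg C, 5% CO2; detection reagent 10 min RT; luminescence.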
Eya2 inh – qHTS Assay for Inhibitors of the Phosphatase Activity of Eya2; Protein phosphatase EYA2 (Homo sapiens), O00167; recombinant Eya2, OMFP fluorescence dephosphorylation (OMFP is methylfluorescein phosphate); Potency, µM (doses to about 76.9 µM), inactives show top-dose activity, negative = inhibition, actives largely listed as inhibitors; 330,000 compounds, 0.006% hits; note: potency is the fitted concentration of half-maximal effect; % is set by controls: 0 for no effect and ±100 for the full control effect
Target sequence (O00167 whole entry, looked up): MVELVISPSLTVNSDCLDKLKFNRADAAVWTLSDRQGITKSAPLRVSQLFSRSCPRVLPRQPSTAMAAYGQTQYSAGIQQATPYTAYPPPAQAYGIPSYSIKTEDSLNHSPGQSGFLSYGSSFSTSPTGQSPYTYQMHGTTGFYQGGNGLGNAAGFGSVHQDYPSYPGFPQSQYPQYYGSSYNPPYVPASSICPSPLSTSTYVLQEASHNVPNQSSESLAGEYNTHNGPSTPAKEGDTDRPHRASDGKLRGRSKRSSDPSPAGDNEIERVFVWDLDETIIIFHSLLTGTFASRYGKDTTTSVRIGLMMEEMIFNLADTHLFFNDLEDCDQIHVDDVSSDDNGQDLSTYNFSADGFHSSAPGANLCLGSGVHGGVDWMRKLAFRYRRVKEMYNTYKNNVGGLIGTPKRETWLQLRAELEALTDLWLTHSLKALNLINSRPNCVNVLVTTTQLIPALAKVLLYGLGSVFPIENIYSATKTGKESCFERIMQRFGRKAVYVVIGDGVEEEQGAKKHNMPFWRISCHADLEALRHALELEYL
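Eya2 protein (added as 0.2 uM solution) was preincubated with compound for 10 min at ambient temperature in 50 mM HEPES pH 7.5, 50 mM NaCl, 5 uM MgCl2, 0.05% BSA, 1 mM DTT. OMFP (added at 50 uM) then reacted 10 min; fluorescence read at 485/525 nm.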
TRPV1 ag – HTS Assay for Compounds that Act as Agonists of the Vanilloid Receptor 1; Transient receptor potential cation channel subfamily V member 1 (Homo sapiens), Q8NER1; TRPV1-expressing cells, Fluo-8 calcium influx, agonist mode; activation, % at 8.33 µM; 320,000 compounds, 0.19% hits; AID 540275, 2011; in the data active = activation above about 80%; inconclusive = between about 30% and that limit; note: 0% is about no effect
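TRPV1-expressing cells were cultured overnight at 35.5C and loaded with Fluo-8 calcium dye for 40 to 90 min at room temperature. After a 10 s baseline, compound was added and calcium influx was read kinetically for 3 min (ex 480/em 520 nm).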
ELG1 genotoxic – qHTS screen for small molecules that induce genotoxicity in human embryonic kidney (HEK293T) cells expressing luciferase-tagged ELG1; Potency, µM (doses to about 46 µM), without a hit: at the highest dose activity change, positive = activation, most hits filed as activators; 330,000 compounds, 1.3% hits; HEK293T ELG1-luciferase reporter, luminescence, 16 h; note: potency is the fitted concentration of half-maximal effect; % of control where 0% means no effect; nearly all actives have a fitted effect of over 60% in size
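Genotoxicity was scored as increased ELG1-luciferase reporter signal, measured by ONE-Glo luminescence (30 min, room temperature). Compound or vehicle exposure of the HEK293T reporter cells lasted 16 hr at 37°C.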
uPA surface inh – qHTS for Inhibitors of Cell Surface uPA Generation. cell surface uPA generation assay, qHTS. Potency, µM (top dose mostly 38.3 µM), without a hit: at the highest dose activity change, negative = inhibition, hits mostly inhibitors. 330,000 compounds, 0.31% hits. AID 540303, 2011; active = well fitted inhibition curve with a large enough effect; inconclusive = small, poorly fitted or top-dose-only effect; inactive = no such curve, though single readings can be large or run the other way; tested in mouse RAW 264.7 cells; note: potency is the fitted concentration of half-maximal effect; % is set by controls: 0 for no effect and ±100 for the full control effect; nearly all actives have a fitted effect of over 55% in size
* = called active by the depositor; ? = inconclusive; . = no result given; [ ] = another dose, or the depositor's remark. Unless noted, calls come from the whole dose curve; as a rule, active = well fitted curve in the direction sought with a large enough effect; inconclusive = small, poorly fitted or top-dose-only effect, or another doubt; inactive = no such curve, though single readings can be large; an effect the other way counts as inactive or inconclusive.

SMILES	a7 integrin act	USP2a block	ASM inhibitor	B2AR arrestin	BRCA1 expr act	PTAP TSG101 blk	p53 reactivator	Eya2 inh	TRPV1 ag	ELG1 genotoxic	uPA surface inh
CCOc1ccc(-c2cn(-c3ccc(OC)cc3)c(SC)n2)cc1	11%	0%	-10%	2.3%	11µM*	-7%	?	-3%	-3	?	5%
OCC(CO)(CO)N=Cc1cc(Br)ccc1O	2%[7.66 µM]	2%	4%	0.3%	-9%	-8%	-1%	-6%[15.4 µM]	2	-1%	.
O=C(c1ccc(F)cc1)c1ccc(N2CCCCC2)cc1	-19%	-12%	-3%	-0.5%	5µM*	-5%	?	1%	2	?	-1%
CC1(c2ccc3noc(-c4ccccc4)c3c2)OCCO1	-28%	2%	1%	-0.2%	0%	-2%	2%	10%	12	-2%	-3%
Cc1cc(=O)[nH]c(SCC(=O)Nc2cccc(S(=O)(=O)N3CCOCC3)c2)n1	15%	0%	1%	0.0%	-1%	1%	?	3%	-6	-2%	9%
CC1(OC(=O)C2CCCC2)C(=O)C=C2C=C3CCCCN3C=C2C1=O (stereo not drawn)	33%	-13%	-7%	-0.9%	0%	-8%	0%	2%	-3	-3%	11%
COCCN(C(=O)COc1ccccc1C#N)c1c(N)n(Cc2ccccc2)c(=O)[nH]c1=O	-19%	1%	8%	-0.1%	-35%	-6%	7%	-1%	-5	-1%	3%
CCOC(=O)C1CCN(S(=O)(=O)c2cccc(-c3cn4cccc(C)c4n3)c2)CC1	-26%	-1%	-6%	-0.3%	-6%	-6%	2%	8%	3	-13%	-8%
Cc1ccccc1OCc1nnc2n1CC(C)S2 (stereo not drawn)	6%	4%	-1%	-0.5%	3%	-1%	1%	0%	2	-4%	6%
O=C(COc1ccc(Cl)cc1)Nc1cc2c3c(c1)CC(=O)N3CCC2	30%	-2%	0%	0.3%	-23%	-2%	1%	-18%	-3	9%	-1%
CCOc1ccc(NC(=O)CN2CCN(CC(=O)Nc3cccc(F)c3)CC2)cc1	-15%	0%	0%	0.0%	20%	-2%	-3%	-32%	3	0%	-2%
Cc1ccc(NC(=O)Cn2cc(C(F)(F)F)cc(Cl)c2=O)cc1S(=O)(=O)N1CCCCC1	-3%	3%	.	0.2%	-47%	-4%	1%	1%	-2	-7%	?
O=C(NCCCN1CCCC1=O)c1cc2c(s1)CCCCC2	-55%[inhibitor]	10%	0%	-0.2%	11µM*	0%	13%	-2%	13	?	0%
CN(CCc1ccccn1)C(=O)CCC1CCCN(C(=O)c2c(F)ccc(F)c2F)C1 (stereo not drawn)	-10%	0%	2%	-0.6%	-2%	-4%	5%	-15%	-4	-1%	6%
CS(=O)(=O)Nc1cccc(C2=NN(C(=O)c3ccco3)C(c3ccco3)C2)c1 (stereo not drawn)	-40%	-1%	-1%	0.9%	-59%	-4%	-15%	-4%	-4	-5%	-10%
CC(NC(=O)CSc1nc2ccccc2n1C)c1ccccc1 (stereo not drawn)	?	1%	4%	-0.1%	-4%	-1%	0%	-1%	0	-14%	-4%
CCC(C)[C@H]1CNCCN1CCc1cccc2ccccc12 (stereo partly drawn)	11%	0%	8%	-0.2%	0%	0%	-1%	-12%	4	0%	-17%
COc1ccc(S(=O)(=O)NCc2csc(C)n2)cc1	-19%	2%	2%	0.3%	-15%	0%	0%	5%	3	0%	0%
Cc1c(N(C(=O)Cc2cccs2)C2(C(=O)NC3CCCC3)CCCCC2)c(=O)n(-c2ccccc2)n1C	25%	3%	6%	-0.3%	-4%	-5%	-4%	-5%	2	-8%	5%
COc1ccc(Cl)cc1NC(=S)NCCc1ccc(F)cc1	4%	-2%	-6%	-1.0%	5%	-1%	3%	-10%	-7	-6%	3%
Cc1cccc2sc(NC(=O)C3CCN(S(=O)(=O)c4cc([N+](=O)[O-])ccc4Cl)CC3)nc12	-52%[inhibitor]	-4%	-10%	0.3%	-69%	-2%	?	0%	0	3%	-5%
Cc1nc2sc(C(c3cccc(F)c3)N3CCCC(C)C3)c(O)n2n1 (stereo not drawn)	-19%	-1%	0%	-0.7%	-9%	-6%	-23%	-4%	4	-2%	-2%
O=[N+]([O-])c1cccc(S(=O)(=O)NCCCN2CCOCC2)c1	-11%	6%	1%	0.0%	-16%	-4%	-7%	7%	-2	2%	0%
COc1ccc(NC(=O)c2cc3ccccc3o2)cc1OC	-1%	0%	43%	-0.4%	?	-1%	.	-7%	22	?	-4%
CCN(CC)C(=O)c1cc2c(=O)oc3ccccc3c2s1	22%	4%	-1%	-0.8%	-1%	.	?	4%	6	7%	3%
CCOC(=O)CSc1nc2ccc(C)cc2n2cnnc12	24%	0%	-1%	-0.5%	18%	6%	17%	-14%	0	2%	-1%
CON(C)S(=O)(=O)c1ccc2c(c1)NC(=O)C1CCCN21 (stereo not drawn)	19%	0%	49%[activator]	0.1%	-26%	-7%	-3%	-1%	-1	-1%	6%
O=C1/C(=C/c2coc3ccc(O)cc3c2=O)SC(=S)N1c1ccccc1	-42%	-10%	-15%	0.7%	-19%	-7%	1%	0%	3	3%	17%
O=C(c1cccs1)c1coc2ccc(O)c(CN3CCOCC3)c12	10%	2%	-2%	-1.6%	2%	-6%	8%	1%	3	0%	2%
O=c1c2ccccc2ncn1CCOCCOc1cccc(Br)c1	-18%	0%	6%	-0.7%	14%	-4%	-3%	2%	4	1%	2%

Limited to ASM inhibitor and PTAP TSG101 blk, for 2 of the compounds above:
Molecule,ASM inhibitor,PTAP TSG101 blk
O=C1/C(=C/c2coc3ccc(O)cc3c2=O)SC(=S)N1c1ccccc1,-15%,-7%
O=C(c1cccs1)c1coc2ccc(O)c(CN3CCOCC3)c12,-2%,-6%

(cont.)
SMILES	a7 integrin act	USP2a block	ASM inhibitor	B2AR arrestin	BRCA1 expr act	PTAP TSG101 blk	p53 reactivator	Eya2 inh	TRPV1 ag	ELG1 genotoxic	uPA surface inh
O=C1OC(/C(=C\NCc2ccccc2)[N+](=O)[O-])c2ccccc21 (stereo not drawn)	-6%	1%	5%	0.5%	-12%	-7%	11%	11%	7	5%	-1%
CC(C)Cc1cc(C(=O)NCCc2ccccc2)no1	8%	-1%	3%	-0.9%	5µM*	-4%	?	-7%	-3	?	-1%
O=C(c1ccc([N+](=O)[O-])s1)N1CCN(c2ccccc2)CC1	-45%	-2%	0%	-0.3%	-54%	-1%	30%	-1%	?	-6%	?
O=C(CC(SCCO)c1ccc2c(c1)OCO2)c1cccs1 (stereo not drawn)	-42%	0%	31%[activator]	-1.7%	10µM*	-3%	?	12%	?	?	-25%
COc1cccc(C2CC(=O)Nc3cc4c(cc32)OCCO4)c1OC(C)C (stereo not drawn)	20%	-2%	12%	0.5%	-69%	0%	-3%	-24%	?	-1%	-13%
CC1=C(C(=O)OCc2ccccc2)C(c2ccc(Cl)cc2Cl)NC(=O)N1CCCC(=O)O (stereo not drawn)	4%	2%	2%	-1.0%	-5%	-3%	6%	6%	2	-1%	-8%
COc1ccccc1C(=O)Nc1ccnn1C1CCN(CCCC2CCCC2)CC1	-45%	2%	0%	3.7%	-30%	-3%	4%	3%	3	0%[9.26 µM]	-6%
CC(=O)N1CCN(Cc2nc3cc(Cl)ccc3c(=O)[nH]2)CC1	11%	-3%	-1%	0.0%	1%	1%	-5%	-11%	8	3%	2%
CCCc1nnc(NC(=O)C2CC(=O)N(C3CCCC3)C2)s1 (stereo not drawn)	33%	2%	-1%[11.5 µM]	-0.1%	-8%	-5%	4%	0%	1	0%	-1%
Cc1csc(NC(=O)c2nc3nccc(C)n3n2)n1	-33%	0%	2%	-0.4%	83%	2%	13%	6%	-2	?	-3%
COc1ccccc1-c1cc(C(F)(F)F)nc(N2CCN(c3ccccc3)CC2)n1	11%	0%	-3%	0.0%	-45%	-2%	5%	5%	1	-5%	4%
